Screening data: PubChem BioAssay, National Center for Advancing Translational Sciences (NCATS)
Abeta yeast res: compounds reversing amyloid beta toxicity in yeast; yeast expressing A-beta42, growth rescue, OD600, 48 h; response scale: 0% DMSO, 100% iron-clioquinol control; Potency, µM (series often up to 46.1 µM), inactives show at the highest dose growth rescue, most hits filed as activators; actives 0.063% (n = 410,000); note: potency is the fitted concentration of half-maximal effect; nearly all actives have a fitted effect of over 55% in size
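Growth rescue measured by 600 nm absorbance after 48 h yeast culture at 30 C with compound. Values normalized between DMSO and an equimolar ferric chloride plus clioquinol control.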
GLP-1R agonist: GLP-1 receptor (human) agonism; P43220; HEK293 GLP-1R CRE-luciferase, luminescence, 4-6 h; cells express a hypersensitive GLP-1R form; Potency, µM (highest dose often 45.6 µM), inactives show top-dose activation, most hits filed as activators; actives 0.007% (n = 380,000); note: potency is the fitted concentration of half-maximal effect; % of control where 0% means no effect
Target sequence (P43220 whole entry, looked up): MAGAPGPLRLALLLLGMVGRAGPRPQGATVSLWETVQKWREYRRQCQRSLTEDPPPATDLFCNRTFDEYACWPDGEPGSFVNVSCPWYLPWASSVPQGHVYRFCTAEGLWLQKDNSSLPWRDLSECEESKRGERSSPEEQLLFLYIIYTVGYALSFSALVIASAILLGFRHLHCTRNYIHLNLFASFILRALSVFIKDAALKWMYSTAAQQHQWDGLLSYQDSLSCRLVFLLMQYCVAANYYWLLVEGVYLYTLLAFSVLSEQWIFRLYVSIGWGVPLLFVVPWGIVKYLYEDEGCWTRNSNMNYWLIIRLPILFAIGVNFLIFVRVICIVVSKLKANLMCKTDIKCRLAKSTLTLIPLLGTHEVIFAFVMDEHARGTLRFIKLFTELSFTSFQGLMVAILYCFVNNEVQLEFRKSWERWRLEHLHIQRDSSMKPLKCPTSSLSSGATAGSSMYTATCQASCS
aSyn yeast inh: rescues yeast growth from alpha-synuclein toxicity. Potency, µM (highest dose often 46.1 µM), for the others: at the highest dose growth rescue (activation), actives largely listed as activators. Yeast expressing alpha-synuclein, growth rescue, BacTiter-Glo, 24 h. AID 652106. actives 0.14% (n = 370,000); note: potency is the fitted concentration of half-maximal effect; % of control where 0% means no effect; nearly all actives have a fitted effect of over 65% in size
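Readout is rescue of growth in alpha-synuclein-expressing yeast, so inhibitors of toxicity appear as activators. Growth after 24 hr at 30 deg C in galactose medium is quantified by luminescence.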
TDP43 rescue: rescues yeast growth from TDP-43 toxicity; AID 652104; TDP-43 expressing yeast growth rescue, BacTiter-Glo, 24 h; actives 1.8% (n = 410,000); Potency, µM (series often up to 46.1 µM), for inactives: at the highest dose growth rescue (activation), most hits filed as activators; note: potency is the fitted concentration of half-maximal effect; % of control where 0% means no effect; nearly all actives have a fitted effect of over 50% in size
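Cell-based yeast growth screen: TDP-43 expression induced in galactose, inoculum OD600=0.02 after raffinose pregrowth to mid-log. Read-out BacTiter-Glo luminescence at 24 hr, 30 deg C; inhibition of toxicity seen as signal increase.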
Akt phos inh: Akt phosphorylation inhibition; Neuro2A IGF-stimulated pAkt S473 HTRF, 20 min; hits give low values; activity change, % for hits at 50 µM; actives 0.32% (n = 360,000); AID 651550; in the data active = activity change below about -80%; inconclusive = mostly about -51% to -80%; note: % is set by controls: 0 for no effect and ±100 for the full control effect
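Neuro2A cells in DMEM with 0.5% FBS, overnight at 37 deg C, given compound at single 50 µM final, then IGF (6 nM final) for 20 min at 37 deg C. Lysed; phospho-Akt Ser473 by HTRF after 24 h, 665/615 ratio.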
PTHR1 ag: PTHR1 (human) receptor agonism | actives 0.075% (n = 410,000) | Potency, µM (highest dose often 115 µM), inactives show top-dose activation, actives largely listed as activators | AID 743266 | HEK293 GP2 PTHR1 cells, GloSensor cAMP luminescence, 1 h | Q03431; note: potency is the fitted concentration of half-maximal effect; nearly all actives have a fitted effect of over 55% in size; some results filed as inactive show a strong effect at the top dose; inactives centre near -15; many of its hits are not listed in these tables
Target sequence (Q03431 whole entry, looked up): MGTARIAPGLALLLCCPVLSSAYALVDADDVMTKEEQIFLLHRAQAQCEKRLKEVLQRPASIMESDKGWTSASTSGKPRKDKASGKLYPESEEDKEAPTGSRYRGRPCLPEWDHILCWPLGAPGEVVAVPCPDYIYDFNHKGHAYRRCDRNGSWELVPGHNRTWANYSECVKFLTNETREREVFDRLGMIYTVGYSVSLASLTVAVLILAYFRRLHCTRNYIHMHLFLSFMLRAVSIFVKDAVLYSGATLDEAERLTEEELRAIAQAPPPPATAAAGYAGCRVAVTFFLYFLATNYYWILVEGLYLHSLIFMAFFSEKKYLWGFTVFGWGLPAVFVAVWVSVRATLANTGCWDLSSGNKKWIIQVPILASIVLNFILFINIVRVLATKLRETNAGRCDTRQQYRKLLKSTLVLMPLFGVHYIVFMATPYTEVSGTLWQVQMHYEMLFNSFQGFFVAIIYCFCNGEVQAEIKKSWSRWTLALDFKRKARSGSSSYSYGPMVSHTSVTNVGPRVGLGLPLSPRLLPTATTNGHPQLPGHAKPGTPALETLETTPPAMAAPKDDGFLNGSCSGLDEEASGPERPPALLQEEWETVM
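HEK-293-derived GP2 cells expressing PTHR1 and a GloSensor cAMP reporter, 3,000/well, plated overnight, given luciferin plus IBMX (each 0.5 mM as added) for 1 h at 37 °C, then compound for 1 h at 37 °C. Luminescence was read after 15 min at room temperature.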
FUS yeast rescue: FUS proteinopathy suppression in yeast; Potency, µM (top dose mostly 76.6 µM), for inactives: top-dose growth rescue (activation), most hits filed as activators; S. cerevisiae FUS-expressing, growth rescue, OD600, 24 h; actives 0.24% (n = 390,000);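 note: potency is the fitted concentration of half-maximal effect; plate controls were DMSO vehicle for no effect and reference control for full effect; nearly all actives have a fitted effect of over 55% in size; some results filed as inactive show a strong effect at the top dose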
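Yeast expressing FUS under galactose induction, OD 0.005 in 2% galactose medium; compounds in a dilution series, 24 h at 30C. Growth rescue by absorbance at 600 nm; CP55940 positive control, DMSO negative.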
GLP1R inv ag: acts as inverse agonist at human GLP-1 receptor. P43220. HEK293 GLP-1R CRE-luciferase, luminescence, 24 h; GLP-1R form is constitutively active. Potency, µM (doses to about 38.3 µM), for the others: at the highest dose activity change, negative = inhibition, actives largely listed as inhibitors. actives 1.6% (n = 410,000); note: potency is the fitted concentration of half-maximal effect; % is set by controls: 0 for no effect and ±100 for the full control effect; nearly all actives have a fitted effect of over 55% in size
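HEK293 cells stably co-expressing a cAMP-responsive luciferase reporter and constitutively active GLP-1R were seeded, incubated 12 h, then exposed to compounds for 24 h at 37 C. Luminescence was read 12 min after detection reagent; inverse agonists lower signal.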
DRD3 antagonist: blocks the human D3 dopamine receptor. max response, negative = inhibition, %. D3R cells, DiscoveRx beta-arrestin luminescence, antagonist mode; hits give low values. P35462. AID 652054. actives 2.5% (n = 360,000); in the data active = max response below about -50%; inconclusive = no clear call, values can overlap the other calls; note: % is set by controls: 0 for no effect and ±100 for the full control effect; mostly tested at two doses, the higher about 12 µM
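Cells expressing the human receptor were seeded at 1500 cells/well, incubated overnight at 37 degrees C in 5% CO2, then exposed to library compounds with dopamine controls for 90 minutes at 37 degrees C before luminescent detection.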
* hit, by the source's call; i = inactive; ? = inconclusive; . = not tested or not shown; & = joins results of further samples; [ ] = remark or other dose. Unless noted, calls come from the whole dose curve; as a rule, active = well fitted curve in the direction sought with a large enough effect; inconclusive = small, poorly fitted or top-dose-only effect, or another doubt; inactive = no such curve, though single readings can be large; an effect the other way counts as inactive or inconclusive. A portion of the library, so the mix of outcomes need not match the whole.

Screens in order – Abeta yeast res	GLP-1R agonist	aSyn yeast inh	TDP43 rescue	Akt phos inh	PTHR1 ag	FUS yeast rescue	GLP1R inv ag	DRD3 antagonist
COc1cccc(OCCNS(=O)(=O)c2cccc([N+](=O)[O-])c2)c1
    10%	0%	3%	9%	i	-94%[inhibitor]	-46%[inhibitor]	18%	-6
Cc1sc2nc(COC(=O)c3cccc(S(=O)(=O)N(C)c4ccccc4)c3)[nH]c(=O)c2c1C
    3%	15%	7%	16%	i	-33%[inhibitor]	18%	46%[activator]	2
Cn1c(=O)c2c(SCC(=O)Nc3ccc(F)cc3F)nc(C3CCCC3)nc2n(C)c1=O
    -9%	.	.	2%	.	-21%	-1%	11%	.
Cc1c(N/C=C/C(=O)c2ccc(Cl)cc2)c(=O)n(-c2ccccc2)n1C
    -89%[inhibitor]	6%	-64%[inhibitor]	-85%[inhibitor]	i	i	-2%	-4%	-8
CC1Cc2ccccc2N1C(=O)CSc1nnnn1C(C)C (configuration not stated)
    13%	2%	3%	5%	i	-42%[inhibitor][57.5 µM]	9%	-9%	6
COc1cccc(OC)c1C(=O)Nc1ccccc1Sc1ccccc1
    -29%	19%	-26%	1%	i	-7%	32%	?	14
O=C(CN1C(=O)c2ccccc2S1(=O)=O)c1ccc(Cl)cc1Cl
    1%	-10%	2%	12%	i	-3%	21%	?	-29
CCc1ccc(OCCOCCN2CCN(C)CC2)cc1
    -14%	14%	-2%	-5%	i	i	-18%	?	-22
Cn1cc(C(F)(F)F)nc1-c1ccc(OCC(O)CNCCOc2ccc(O)c(C(N)=O)c2)cc1 (configuration not stated)
    -22%	-1%	-11%&-1%	-4%	i	-11%	-23%	2%	-4
Cc1ccc(OCCn2c(SCCO)nc3c(N)ncnc32)cc1
    -4%	28%	-1%	1%	i	-29%	0%	129%[activator]	-5
CCCCOCCCNC(=O)C[C@@H]1C[C@@]2(C(=O)OCC)CCCC=C2N(Cc2ccc(Cl)cc2Cl)C1=O
    14%	-3%	25%	0%	i	-40%[inhibitor]	?	?	0
CC(C)c1nnc(SCC(=O)N2CCc3ccccc32)n1N
    ?	-3%	-1%	29%	i	i	-1%	6%[0.307 µM]	-3
CCOc1ccc(CC(=O)Nc2ccc(S(=O)(=O)N3CCCC3)cc2)cc1
    5%	5%	8%	5%	i	-64%[inhibitor]	.	-26%	14
COc1ccc(NC(=O)COc2ncnc3ccccc23)cc1S(=O)(=O)N1CCOCC1
    -8%	4%	-1%	-12%	i	i	7%	20%	1
Cc1ccc(N(C(=O)CCC(=O)Nc2ccccn2)C(C(=O)NC(C)C)c2ccc(F)cc2)cc1 (configuration not stated)
    -9%	1%	-3%	-19%	i	i	28%	14%	8
CCN1CCN(c2ncnc3scc(-c4ccc(OC)cc4)c23)CC1
    -1%	2%	-2%	-9%	i	i	2%	?	-61*
COc1ccc(OC)c(C2CC(=O)Nc3ccc4ccccc4c32)c1 (configuration not stated)
    -7%	3%	.	22%	.	-17%	-10%	?	.
Cc1cc(S(=O)(=O)NCC(C)C)ccc1OCC(=O)N1CCOCC1
    5%	0%	1%	4%	i	-4%[57.5 µM]	-8%	4%	25
O=C(COC(=O)c1ccc([N+](=O)[O-])o1)NCCc1ccccc1
    -67%[inhibitor]	-1%	-1%	?	i	i	-5%	-4%	14
C/C(=N\NC(=O)C(=O)N/N=C(\C)c1cccc(O)c1)c1cccc(O)c1
    -10%	-1%	-8%	13%	i	-12%	11%	13%	2
O=C(NCCN1CCC(n2c(=O)[nH]c3ccccc32)CC1)c1cccc(F)c1
    -10%	-5%	-1%	-3%	i	-14%	-2%	-17%	-105*
Cc1ccc(C)c(OCC(=O)NC2CCCCCC2)c1
    22%	-1%	11%	11µM*	i	-40%[inhibitor]	18%	?	-4
COc1ccc(N2CC(C(=O)NCCC3=CCCCC3)CC2=O)cc1 (configuration not stated)
    17%	-12%	-1%	21%	i	-19%[57.5 µM]	23%	1%	5
O=C(O)CCc1ccc(-c2cccs2)o1
    -12%	-2%	14µM*	?	i	i	-4%	0%	23
COc1ccc(N(C)S(=O)(=O)c2cccc(C(=O)N(C)Cc3ccc(C)o3)c2)cc1
    -4%	21%	-3%	2%	i	-14%	17%	-28%	-3
Cc1nc2ccc(NC(=O)COc3ccccc3[N+](=O)[O-])cc2s1
    -10%	15%	0%	-15%	i	-9%	8%	26%	2
CCOc1ccc(-c2ccc(SCC)nn2)cc1
    -3%	0%	5%	?	i	-32%[inhibitor]	1%	?	5
CC(C)(C)C1CCC(C(=O)OCC(=O)c2ccc[nH]2)CC1 (configuration not stated)
    9%	6%	4%	18µM*	i	-27%	32%	?	-4
O=C(CC1(O)C(=O)Nc2ccccc21)c1ccc2c(c1)OCO2 (configuration not stated)
    -18%	1%	-9%	-29%	i	i	69%	22%	-4
CCN(CC(=O)NC(C)(C)C)C(=O)CN1c2cccc3cccc(c23)S1(=O)=O
    -18%	0%	-6%	-19%	i	i	-9%	?	16
CCc1nnc(NC(=O)CSc2nccn2-c2ccc(OC)cc2)s1
    -15%	.	.	-8%	.	-53%[inhibitor]	8%	-15%	.
Cc1ccc(-n2ncc3c(SCc4ccccn4)ncnc32)c(C)c1
    -40%[inhibitor]	10%	-20%	21%[9.22 µM]	i	-32%[inhibitor]	13%	?	11
Cc1ccccc1C(=O)Nc1nc2c(C)csc2c(=O)s1
    4%	7%	4%	12%	i	i	-7%	-5%	-13
Cc1onc(-c2c(F)cccc2Cl)c1C(=O)Nc1sc2c(c1C(N)=O)CCC2
    7%	8%	-1%	-18%	i	i	19%	-24%	-15
O=C(N/N=C/c1ccc[nH]1)c1ccc(COc2cccc3cccnc23)cc1
    -4%	0%	0%	24%	i	-30%[inhibitor]	13%	?	6
COCCCn1c(SCC(=O)NC2CCCC2)nnc1-c1ccncc1
    -15%	-2%	-1%	28%	i	i	-9%	-8%	-2
Cc1cccc(NS(=O)(=O)c2cccc3nonc23)c1
    7%	7%	4%	7%	i	i	-2%	-1%	4
C=C1CC2C(=O)N(Cc3ccccc3)C(C(=O)OCC)(C(=O)OCC)C1N2C(=O)OC(C)(C)C (configuration not stated)
    -4%	0%	1%	19%	i	i	5%	-7%	0
Cc1ccccc1-c1nc(CS(=O)CC(=O)NCc2ccc3c(c2)OCO3)c(C)o1 (configuration not stated)
    -4%	7%	1%	4%	.	-43%[inhibitor]	7%	-27%	-3
CCCCOc1ccc(S(=O)(=O)N2CCCCCC2)cc1
    12%	9%	-17%	-7%	i	i	5%	?	12

The last 2 entries of the part before come first, to join the parts.
Screens in order – Abeta yeast res	GLP-1R agonist	aSyn yeast inh	TDP43 rescue	Akt phos inh	PTHR1 ag	FUS yeast rescue	GLP1R inv ag	DRD3 antagonist
Cc1ccccc1-c1nc(CS(=O)CC(=O)NCc2ccc3c(c2)OCO3)c(C)o1 (configuration not stated)
    -4%	7%	1%	4%	.	-43%[inhibitor]	7%	-27%	-3
CCCCOc1ccc(S(=O)(=O)N2CCCCCC2)cc1
    12%	9%	-17%	-7%	i	i	5%	?	12
Cc1ccc(OCC(=O)NNC(=O)CSC(=S)N2CCCC2)cc1
    -2%	-10%	4%	20%	i	i	-2%	9%	14
CC(=O)N/C(=C/c1ccc([N+](=O)[O-])cc1)C(=O)O
    1%	1%	-3%	23%[9.22 µM]	i	i	10%	0%[7.66 µM]	-1
CC1Cn2c(nnc2-c2ccc(F)cc2)S1 (configuration not stated)
    7%	3%	4%	5%	i	-23%	-23%	6%	-8
O=C(CN1C(=O)c2ccccc2S1(=O)=O)NCCSc1ccccc1
    14%	1%	0%	10%	i	-84%[inhibitor]	4%	-7%	4
COc1cccc(OCc2cc(C(=O)N(Cc3nccn3C)C(C)C)no2)c1
    3%	-2%	-7%	1%	i	-5%	8%	10%	-11
COc1ccccc1NC(=O)c1ccccc1S(=O)(=O)c1ccc([N+](=O)[O-])cc1
    -16%	-8%	1%	-13%	i	i	.	-9%	-12
Cc1ccc(-n2nc(C)c3c(C)cc(=O)n(CC(=O)Nc4ccc(Br)cc4F)c32)cc1
    -18%	.	.	-26%	.	-35%[inhibitor]	-45%[inhibitor]	6%	.
O=[N+]([O-])c1cnn(-c2nc(-c3ccco3)cc(C(F)(F)F)n2)c1
    -6%	5%	4%	7%	i	i	-23%	47%[activator]	9
Cn1c(=O)c2c(nc(N/N=C/c3cccs3)n2Cc2ccc(Br)cc2)n(C)c1=O
    -9%	7%	-16%	3%	i	-25%	?	?	-24
O=C(COC(=O)c1ccc(Cl)nc1)Nc1ccc2c(c1)OCO2
    -4%	-3%	-2%	4%	i	i	16%	21%	-1
CCOC(=O)C1=C[C@@H](c2ccccc2)N(S(=O)(=O)c2ccc(C)cc2)[C@H]1c1ccc(OC)cc1
    1%	2%	3%	10%	i	i	?	?	24
Cc1nc(SCC(=O)Nc2ccc(F)cc2)c(C#N)c(C)c1CC(=O)c1ccc(Br)cc1
    -5%	8%	0%	0%	i	-11%[57.5 µM]	13%	-4%	-10
CCCCC1=CC2=CC(=O)C(C)(OC(=O)CC)C(=O)C2=CN1CC(C)C (configuration not stated)
    0%	4%	-1%	-10%	i	-19%	6%	-5%	?
COc1ccc(C(=O)Nc2ccc(C3=NNC(=O)CC3C)cc2NC(=O)c2ccc(OC)cc2)cc1 (configuration not stated)
    5%	31%	-2%	-4%	i	-9%	-7%	19%	38
CC1CCCN(C(=O)COC(=O)Cc2c[nH]c3ccccc23)C1 (configuration not stated)
    10%	-5%	6%	6%	i	?	-7%	-21%	-13
